CASP6 VEID inh = inhibitors of human caspase-6; P55212; purified caspase-6, Z-VEID-R110 cleavage fluorescence; inhibition, % at 12.5 µM; actives 0.53% (n = 350,000);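 active = mean inhibition across replicates at least about 35%, with every replicate also reaching that limit, limit read from the data; inconclusive = only one of the two criteria met; inactive = neither criterion met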;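 also: 0% = median of neutral control wells and 100% = no fluorescence left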
RAD54 inh = RAD54 (human) branch migration inhibition; Q92698; RAD54 Holliday junction branch migration, FAM/BHQ fluorescence; inhibition, % at 10.4 µM; actives 0.14% (n = 360,000);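 active = mean normalized replicate activity at least 40 and at least half of replicates scoring 40 or more; inconclusive = only one of the two criteria met; inactive = mean below 40 and under half of replicates reaching 40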;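 also: 0% = median of neutral control wells and 100% = median of positive control wells; inhibitors cause a drop in the FAM fluorescence signal; in these data hits start at about 50%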
ERp5 block = ERp5 (human) disulfide isomerase inhibition | Q15084 | ERp5 insulin aggregation, absorbance 650 nm, 90 min | inhibition, % at 9.99 µM | actives 0.05% (n = 350,000);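 active = mean replicate inhibition above about 25%, with every replicate also reaching it, limit read from the data, passing the limit was not always enough; inconclusive = only one of those two criteria met; inactive = neither criterion met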
Target sequence (Q15084 whole entry, looked up): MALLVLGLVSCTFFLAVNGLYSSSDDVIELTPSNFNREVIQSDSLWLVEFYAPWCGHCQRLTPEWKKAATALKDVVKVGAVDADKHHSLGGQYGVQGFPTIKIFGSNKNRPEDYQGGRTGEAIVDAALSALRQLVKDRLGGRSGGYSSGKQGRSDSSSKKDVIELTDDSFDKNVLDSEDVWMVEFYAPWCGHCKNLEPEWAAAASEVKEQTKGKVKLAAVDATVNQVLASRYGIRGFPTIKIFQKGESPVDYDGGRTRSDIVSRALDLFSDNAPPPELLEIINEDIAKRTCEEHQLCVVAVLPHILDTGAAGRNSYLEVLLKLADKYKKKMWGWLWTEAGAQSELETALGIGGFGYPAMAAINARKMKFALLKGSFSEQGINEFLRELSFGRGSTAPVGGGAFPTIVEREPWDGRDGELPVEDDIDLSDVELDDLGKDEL
esBAF inh = blocks esBAF chromatin remodeling in mouse ES cells; Bmi1-luciferase knock-in reporter, 24 h; 100% = twice the neutral-well signal; reporter increase, % at 12.5 µM; actives 2% (n = 350,000); AID 602393; in the data active = activation above about 40%; inconclusive = no clear call, values can overlap the other calls;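 also: 0% = median of the plate's neutral control wells and 100% = double that signal; a rise in the Bmi1 reporter signal indicates esBAF inhibition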
ARNT-TACC3 inh = disruptors of human ARNT/TACC3 interaction. actives 0.66% (n = 390,000). AlphaScreen His-ARNT PAS-B/GST-TACC3 binding, luminescence; TACC3 fragment carries E629A point mutation. inhibition, % at 9.99 µM. Q9Y6A5;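 active = mean inhibition of replicates at least 50% and at least half of replicates each reaching 50%; inconclusive = half or more replicates reach 50% but mean below 50%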;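 also: 0% = complete ARNT plus TACC3 wells and 100% = ARNT alone without TACC3; many hits fall short of the cut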
E-selectin induc = induces E-selectin expression in human endothelial cells; P16581; AID 686992; activation, % at 7.58 µM; actives 0.37% (n = 260,000); HUVEC E-selectin immunofluorescence imaging; normalized: neutral wells 0, TNF-alpha wells 100;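 active = mean E-selectin-positive cell signal at least 10% of the positive control, reached in at least 60% of replicates, without over 20% cell loss; inconclusive = no rule given, readout overlaps actives, possibly toxicity-flagged; inactive = the rest, including those meeting only one limit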;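 also: in these data hits start at about 27%; measured in HUVEC primary endothelial cells; signal is the percent of cells scored E-selectin positive by PE staining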
Target sequence (P16581 whole entry, looked up): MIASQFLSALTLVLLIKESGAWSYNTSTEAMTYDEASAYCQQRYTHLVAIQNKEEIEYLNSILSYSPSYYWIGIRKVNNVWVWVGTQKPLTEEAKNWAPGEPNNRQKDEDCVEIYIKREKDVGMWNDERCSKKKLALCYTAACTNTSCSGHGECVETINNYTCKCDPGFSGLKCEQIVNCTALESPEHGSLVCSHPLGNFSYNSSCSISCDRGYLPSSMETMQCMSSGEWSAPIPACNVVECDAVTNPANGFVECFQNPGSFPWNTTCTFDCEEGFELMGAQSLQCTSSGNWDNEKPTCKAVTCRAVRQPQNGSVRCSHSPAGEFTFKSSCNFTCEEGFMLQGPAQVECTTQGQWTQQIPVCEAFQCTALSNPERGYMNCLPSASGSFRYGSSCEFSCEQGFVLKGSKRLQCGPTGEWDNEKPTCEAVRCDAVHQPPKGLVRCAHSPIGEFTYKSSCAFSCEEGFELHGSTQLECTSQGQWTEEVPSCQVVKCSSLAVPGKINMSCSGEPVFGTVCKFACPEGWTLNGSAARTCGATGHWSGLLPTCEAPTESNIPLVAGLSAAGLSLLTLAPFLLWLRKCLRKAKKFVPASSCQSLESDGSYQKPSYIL
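assay system = HUVEC, human umbilical vein endothelial cells | input = 3,000 HUVEC seeded per well | medium = EGM-2 growth medium on 0.1% gelatin-coated wells | dosing = one compound dose added by pin transfer | signal = immunofluorescence imaging | read-out basis = % PE-positive cells | control set = TNF-alpha, DMSO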
RAD52 anneal inh = RAD52 (human) annealing inhibition; AID 651710; inhibition, % at 18.7 µM; recombinant RAD52 DNA annealing, FRET fluorescence; P43351; actives 0.46% (n = 360,000);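 active = every replicate showing at least 50% inhibition; inconclusive = mean inhibition at least 50% but not in every replicate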
PglD DTNB = inhibitors of Campylobacter jejuni PglD acetyltransferase | purified PglD enzyme, DTNB colorimetric CoA detection | inhibition, % at 12.5 µM | actives 0.098% (n = 360,000) | AID 602405; in the data active = inhibition above about 16%, passing the limit was not always enough; inconclusive = no clear call, values can overlap the other calls; also: strong numbers were not always called active
The depositor's hits bear a star; ? = inconclusive; . = not tested or not shown; & = joins results of further samples.

SMILES	CASP6 VEID inh	RAD54 inh	ERp5 block	esBAF inh	ARNT-TACC3 inh	E-selectin induc	RAD52 anneal inh	PglD DTNB
Cc1ccc2cc(C=O)c(Cl)nc2c1	4.2	.	3.2	.	-0.5	0.1	-7.9	.
CO[C@H]1CN(C)C(=O)c2cc(NC(=O)C3CCCCC3)ccc2OC[C@H](C)N(C)C[C@@H]1C	-0.9	0.5	7.7	-2.1	-6.8	-0.3	2.1	2.3
COc1ccc(CCN(C(=S)Nc2ccccc2)C2CC(=O)N(c3ccccc3)C2=O)cc1 (centres undefined)	.	3.8	.	-2.0	-5.3	.	.	-2.2
CCOC(=O)c1ccc(NC(=O)c2ccccc2C)cc1	.	-0.7	.	?	0.8	.	.	3.3
CC1(C(=O)NS(=O)(=O)C2CC2)CCN(C(=O)c2ccc(F)cc2Cl)C1 (centres undefined)	-2.5	0.4	5.0	-1.2	.	-0.1	-52.1	-1.3
CS(=O)(=O)c1ccc(C(=O)OCC(=O)Nc2cccnc2Cl)cc1[N+](=O)[O-]	11.4	6.3	-1.1	1.8	1.4	.	-2.8	3.2
O=C(CNc1cccc(C(F)(F)F)c1)N/N=C/c1cccc(Br)c1	-0.4	2.9	1.0	.	4.0	-0.1	-7.0	-5.8
CN(C)CC#Cc1ccc([C@H]2[C@H](CO)N3CCCCN(C(=O)Nc4cc(F)ccc4F)C[C@@H]23)cc1	4.5	-2.0	-0.3	.	4.2	-0.4	19.6	-1.0
O=C(CCNC(=O)C1CCN(S(=O)(=O)c2ccccc2)CC1)NCc1ccccn1	1.6	-4.8	6.0	-3.0	-2.8	0.4	-4.9	-8.0
CCOC(=O)C1(C)CCN1C(=O)c1ccc(C#N)cc1 (centres undefined)	-4.8	-3.5	-2.0	-5.0	.	-0.1	3.3	-2.2
Cc1ccccc1NC(=O)c1ccccc1	.	-12.1	.	-1.7	-1.1	.	.	10.9
COc1cccc(S(=O)(=O)N[C@@H]2CC[C@H](CCn3cc(-c4ccc(F)cc4)nn3)O[C@H]2CO)c1	2.0	3.9	8.7	9.8	7.4	-0.9	7.7	-1.9
COCC(=O)N1C[C@@H](C)[C@@H](OC)CN(C)C(=O)c2ccc(NC(=O)NC(C)C)cc2OC[C@H]1C	-4.3	-8.0	-12.9	-2.6	-5.6	0.2	-6.7	-3.0
COCc1cn(CC[C@H]2CC[C@@H](NC(=O)Nc3ccc(C(F)(F)F)cc3)[C@H](CO)O2)nn1	-0.4	-2.8	0.9	2.3	-8.5	-0.5	0.8	1.9
CCc1c(C)nc2ncnn2c1N1CCCC(C(=O)NCCc2ccccc2)C1 (centres undefined)	-1.5	-2.0	4.6	-2.8	-2.2	.	-13.8	-0.3
Cc1cc(C)cc(N(C(=O)c2csnn2)C(C(=O)NC(C)(C)C)c2cccs2)c1 (centres undefined)	.	-1.2	.	-2.5	-6.3	.	.	0.1
COc1ccc(OC)c(C2=NO[C@@](CC(=O)O)(C(=O)Nc3ccc4c(c3)OCCO4)C2)c1	0.4	1.9	-6.4	5.5	0.1	-0.1	-0.3	-8.4
Cc1noc(C)c1NC(=O)Nc1ccc2c(c1)C(=O)N([C@H](C)CO)C[C@@H](C)[C@@H](CN(C)Cc1ccncc1)O2	-0.7	1.4	9.1	-0.2	1.4	-0.9	-6.1	-2.7
CCCC1SCC(C)(C)NC1=O (centres undefined)	-3.1	-5.5	0.1	-1.3	-0.4	0.0	-17.7	-1.8
COc1cccc2sc(NN)nc12	-2.7	.	-2.4	.	12.2	-0.1	-6.2	.
C/C(=N\OC(=O)c1ccc(F)cc1)c1nccs1	.	-0.1	.	7.4	-9.3	.	.	-1.6
CCc1nc2c(OCc3ccccc3)cccn2c1N(C)C(=O)c1ccco1	-0.9	-4.3	-4.7	3.7	.	-0.1	-1.4	0.1
Nc1cc(C(=O)c2ccccc2)ccc1N1CCOCC1	.	10.2	.	52.0*	2.0	.	.	-0.1
COc1cccc(-c2ccc3n(c2=O)C[C@@H]2N[C@H]3[C@H](C(=O)N3CCCCC3)[C@H]2CO)c1	1.2	-5.3	3.4	1.8	-2.9	0.0	-5.1	0.5
CC1CC(=O)Nc2ccccc2N1S(=O)(=O)c1ccc(Cl)cc1 (centres undefined)	-4.0	.	-0.9	.	-3.6	.	4.9	.

Record cards (already shown).
Shown for COc1cccc2sc(NN)nc12 : CASP6 VEID inh: -2.7; RAD54 inh: .; ERp5 block: -2.4; esBAF inh: .; ARNT-TACC3 inh: 12.2; E-selectin induc: -0.1; RAD52 anneal inh: -6.2; PglD DTNB: .
Shown for O=C(CCNC(=O)C1CCN(S(=O)(=O)c2ccccc2)CC1)NCc1ccccn1 : CASP6 VEID inh: 1.6; RAD54 inh: -4.8; ERp5 block: 6.0; esBAF inh: -3.0; ARNT-TACC3 inh: -2.8; E-selectin induc: 0.4; RAD52 anneal inh: -4.9; PglD DTNB: -8.0

Random excerpt: five records from the list
SMILES	CASP6 VEID inh	RAD54 inh	ERp5 block	esBAF inh	ARNT-TACC3 inh	E-selectin induc	RAD52 anneal inh	PglD DTNB
CCc1nc2c(OCc3ccccc3)cccn2c1N(C)C(=O)c1ccco1	-0.9	-4.3	-4.7	3.7	.	-0.1	-1.4	0.1
COc1cccc2sc(NN)nc12	-2.7	.	-2.4	.	12.2	-0.1	-6.2	.
COc1ccc(OC)c(C2=NO[C@@](CC(=O)O)(C(=O)Nc3ccc4c(c3)OCCO4)C2)c1	0.4	1.9	-6.4	5.5	0.1	-0.1	-0.3	-8.4
COc1ccc(CCN(C(=S)Nc2ccccc2)C2CC(=O)N(c3ccccc3)C2=O)cc1 (centres undefined)	.	3.8	.	-2.0	-5.3	.	.	-2.2
Cc1noc(C)c1NC(=O)Nc1ccc2c(c1)C(=O)N([C@H](C)CO)C[C@@H](C)[C@@H](CN(C)Cc1ccncc1)O2	-0.7	1.4	9.1	-0.2	1.4	-0.9	-6.1	-2.7

(continued)
SMILES	CASP6 VEID inh	RAD54 inh	ERp5 block	esBAF inh	ARNT-TACC3 inh	E-selectin induc	RAD52 anneal inh	PglD DTNB
COc1cccc(C2=CC(c3cc(OC)ccc3OC)n3nnnc3N2)c1 (centres undefined)	.	-4.0	.	7.0	1.9	.	.	-3.9
O=C(Nc1cc(F)ccc1F)N1CC(=O)N2[C@H](C1)[C@H](c1ccc(-c3cccc(F)c3)cc1)[C@@H]2CO	0.9	.	1.4	.	.	-0.1	-11.6	.
Cc1nn(CC(=O)OCC(=O)NC(C)c2ccccc2)c(C)c1[N+](=O)[O-] (centres undefined)	-3.4	.	2.2	.	27.8	.	-5.6	.
Nc1nnc(SCCCOc2ccc(F)cc2)s1	-4.1	4.2	-3.8	19.0	2.4	-0.7	-3.5	-2.4
COc1cc(/C=N/NC(=O)CCn2nnc3ccccc32)ccc1O	0.7	.	-2.6	.	0.4	.	-19.5	.
COCC(=O)N(C)C[C@@H]1Oc2ncc(C3=CCCCC3)cc2C(=O)N([C@@H](C)CO)C[C@H]1C	0.3	-0.8	2.0	-1.6	-3.8	-0.3	-13.0	-4.1
Cn1c(SCC(=O)Nc2ccc(Cl)cc2)nc(O)cc1=O	-0.8	-3.3	2.7	-6.4	3.3	.	-15.0	-1.1
CCN(CC)S(=O)(=O)c1ccc(N2CCOCC2)c(NC(=O)c2[nH]c(C)c(C(C)=O)c2C)c1	-1.9	2.7	-7.2	-0.2	28.6	1.3	-11.1	-1.2
COc1ccccc1-c1nnc(SCCN2CCOCC2)n1-c1ccc(C)cc1	.	9.1	.	-2.3	-17.8	.	.	0.1
O=C(C1=C[C@@H](c2ccc(Br)cc2)C[C@@H](OCCCCO)O1)N1CCN(Cc2ccccc2)CC1	0.4&-4.2	2.5&-0.3	-3.2&1.6	13.5	-3.7	.	-19.2&-28.0	-3.0&-6.7
C[C@@H]1CN([C@H](C)CO)S(=O)(=O)c2ccc(-c3ccccc3)cc2O[C@@H]1CN(C)Cc1cccnc1	-1.5	-2.8	-5.3	-3.0	-5.3	0.0	2.1	-1.4
CN(C)CC(=O)N[C@@H]1CC[C@@H](CC(=O)NCc2ccccc2F)O[C@H]1CO	2.3	4.7	1.4	3.1	-38.9	-0.2	0.0	4.9
C[C@@H]1CN([C@H](C)CO)C(=O)c2cc(NC(=O)CCCN(C)C)ccc2O[C@H]1CN(C)C(=O)Nc1cccc2ccccc12	-1.3	.	-5.4	.	.	0.4	-27.6	.
CCOc1ccc(S(=O)(=O)N(CC)CC(=O)N2CCCC2)cc1	0.0	-8.1	-2.3	-13.4	-7.1	0.1	-11.5	-1.9
CCOC(=O)NC(=O)CN1C(=O)NC2(CCc3ccccc32)C1=O (centres undefined)	0.4	0.9	5.3	-1.4	-0.1	.	2.1	10.5
CCCC(=O)Nc1ccc2c(c1)C(=O)N(C)[C@@H]1CC[C@H](CC(=O)NCC(F)(F)F)O[C@H]1CO2	.	-2.5	.	-3.1	.	-0.1	.	-2.9
O=C(CNS(=O)(=O)/C=C/c1ccccc1)OC1CCOC1=O (centres undefined)	-5.5	-4.6	0.5	3.6	-4.3	-3.3	-12.3	0.2
Cc1csc(SCC(=O)NC(C)c2ccc(F)cc2)n1 (centres undefined)	7.0	.	4.9	.	-2.9	.	-17.5	.
Nn1cc(-c2ccccc2)nc1SCC(=O)NCCc1ccccc1	5.6	3.3	0.2	.	1.0	1.1	-16.3	0.4
CC1CC(C)CN(C(=O)c2ccc(NC(=O)c3ccc(=O)[nH]c3)cc2)C1 (centres undefined)	2.4	-0.4	10.2	-0.7	-3.2	-0.1	-46.1	.
Fc1ccc2c(c1)C1C=CCC1C(c1cc3c(cc1Br)OCO3)N2 (centres undefined)	.	4.0	.	2.0	-2.5	.	.	0.1
CCOC(=O)N1CCN(C(=O)C2CCN(S(=O)(=O)c3ccc(OC)cc3)CC2)CC1	0.1	.	2.4	.	-1.7	1.2	5.0	.
CC1=NN(C2=NS(=O)(=O)c3ccccc32)C(C)(O)C1 (centres undefined)	1.0	-8.3	1.3	-6.3	13.2	-0.1	-67.7	-3.2
CCOC(=O)c1sc(=NC(=O)c2ccccc2)n(C)c1C	.	0.6	2.0	71.4*	-1.5	0.4	-3.3	.
C=CCn1c(C(C)(C)C)nc2ccccc21	0.7	-8.3	1.6	-1.9	0.1	.	-16.4	-5.2
Cn1c(=O)c2c(nc(Sc3ccccc3N)n2C)n(C)c1=O	-0.8	.	4.4	.	-4.6	-0.2	-23.2	.
O=C(NC1CCSc2ccccc21)c1ccc(C(F)(F)F)cc1 (centres undefined)	-1.1	-4.4	4.2	11.1	-1.8	0.0	0.8	-0.6
CCN(C(=O)c1ccc(S(=O)(=O)N(C)C)cc1)C(C)C(=O)Nc1ccc(C)cc1 (centres undefined)	-4.0	-6.2	2.0	-1.3	2.8	0.0	2.8	-0.3
Cc1ccc(S(=O)(=O)CCC(=O)OCc2nnc(-c3ccccc3Br)o2)cc1	0.9	-0.8	5.0	2.9	.	0.8	-20.3	1.8
Cc1cccc(NC(=O)C2CCN(S(=O)(=O)c3cccc4nsnc34)CC2)c1	3.6	-3.7	-2.3	2.4	-2.7	-0.1	-13.5	1.4
